Screens from PubChem BioAssay.
Growth percent in the NCI-60 one-dose screen (48 h, 10 µM unless noted): 100 = growth as untreated, 0 = no growth, -100 = all killed.
MCF7: MCF7 breast cancer; 82,000 compounds, 6.3% hits
K-562: K-562 leukemia; 78,000 compounds, 7.4% hits; AID 1794777
BT-549: BT-549 breast cancer; AID 1794793; 78,000 compounds, 4.4% hits
MOLT-4: MOLT-4 leukemia cells; 80,000 compounds, 6.9% hits; AID 1794779
MDA-MB-435: MDA-MB-435 melanoma. 82,000 compounds, 7.8% hits. AID 1794794
MDA-MB-231: MDA-MB-231 breast cancer | 81,000 compounds, 5% hits | AID 1794789
SR: SR leukemia cells. 73,000 compounds, 8.7% hits. AID 1794780
MDA-MB-468: MDA-MB-468 breast cancer. 78,000 compounds, 8.5% hits. AID 2202374
* marks the source's active call; other numbers are inactive results; / = not tested or not shown; & = joins results of further samples. How the source made its calls: active means growth percent below 10; inactive means the rest.

SMILES	MCF7	K-562	BT-549	MOLT-4	MDA-MB-435	MDA-MB-231	SR	MDA-MB-468
COc1ccc2c(c1)c(-c1nc(-c3cn(C)c4ncccc34)cs1)cn2CCCCN1CCOCC1	15.1	-41.0*	76.8	-15.6*	-83.4*	5.7*	-5.6*	35.0
CN(N)c1ccc([N+](=O)[O-])cc1[N+](=O)[O-]	93.5	98.0	82.1	88.3	93.3	91.8	97.6	98.6
CCOP(=O)(OCC)C(O)c1ccc(Cl)cc1Cl (configuration not stated)	92.1	95.2	107.8	88.5	109.1	117.5	94.4	/
CCOC(=O)NP(=O)(N1CC1)N1CC1	108.6	/	109.7	/	/	114.0	/	107.1
Cn1cc(-c2csc(-c3cn(CCN4CCOCC4)c4ccc(F)cc34)n2)c2cccnc21	8.9*	9.3*	10.8	4.0*	32.2	35.1	33.7	13.9
CC12C=CC(=O)C=C1CC(O)C1C2CCC2(C)C1CCC2(C)O (configuration not stated)	96.1	/	119.1	110.2	101.0	113.0	105.2	107.1
CCCCCCCC(=O)OCC(=O)[C@]1(O)Cc2c(O)c3c(c(O)c2[C@@H](OC2CC(N)C(O)C(C)O2)C1)C(=O)c1c(OC)cccc1C3=O (some centres not stated)	-94.4*	-86.7*	-84.0*	-93.1*	-80.5*	-72.4*	-67.1*	/
CCCCN(N=O)C(C)=O	98.5	113.3	121.6	108.9	102.1	117.9	110.7	94.7
CN(C)CCc1ccc(OC(=O)c2ccc(N)cc2)cc1	107.3	102.2	93.5	96.4	102.7	104.6	/	107.5
CCN(CC)c1ccc(C=C2C(=O)NC(=S)NC2=O)cc1	60.3	78.0	98.5	81.0	98.1	93.7	-50.8*	74.2
c1ccc(Nc2nc(-c3ccc4ccccc4c3)c[se]2)cc1	83.5	87.8	99.5	80.1	102.8	55.0	89.9	84.0
O=C(CC1(O)C(=O)Nc2ccc(Br)cc21)c1ccc(C(=O)NCC2CCC3(CC2)OOC2(CCCCC2)OO3)cc1 (configuration not stated)	32.5	-61.0*	63.6	-29.4*	36.1	56.8	-38.7*	48.7
COC(=O)C[Se]C(=O)c1ccccc1OC(C)=O	65.5	79.0	71.9	86.0	87.9	71.3	20.7	34.8
COc1ccc(C2=NN(c3cc(Cl)cc(Cl)c3)C(c3sc(N(CCCl)CCCl)nc3Cl)C2)cc1 (configuration not stated)	93.4	95.2	97.8	90.9	98.1	98.5	97.2	83.5
O=C(O)P(=O)(O)O	102.9	/	114.1	106.4	105.8	111.4	91.8	103.4
O=C1C=Cc2ccccc2C1=O	66.1	38.6	/	95.2	5.4*	67.1	61.8	104.4
CN1CCCCC1C(O)c1ccc(Cl)cc1 (configuration not stated)	93.0	100.4	98.3	92.5	108.4	99.9	90.0	105.2
Cc1cccc([N+](=O)[O-])c1O	110.0	129.0	109.8	134.3	99.3	114.0	127.1	108.7
CO[C@@H]1[C@H](OC(=O)NC(=O)CCl)CC[C@]2(CO2)[C@H]1[C@@]1(C)O[C@@H]1CC=C(C)C	26.9	47.2	61.2	63.0	62.6	79.9	21.5	/
O=C(CCl)N1CCOCC1	99.8	93.5	104.2	83.6	107.9	132.2	82.9	102.2
COC(=O)c1cn(Cc2cn(S(=O)(=O)c3ccccc3)c3ccccc23)c2ccccc12	81.5	/	74.8	59.7	57.5	91.2	/	76.6
COc1ccc(C(C#N)C(C)=O)cc1 (configuration not stated)	102.0	104.2	100.4	99.7	122.7	115.8	98.8	106.0
CC(C)(NC(=O)O[C@@H]1CN2CCC1CC2)c1csc(-c2cccnc2)n1	86.0	94.6	92.5	110.9	99.5	99.5	144.3	85.4
C[N+](C)(C)CC(=O)O	91.9&106.4	103.1	110.4&115.9	101.5&125.2	100.6&111.7	107.4&93.2	106.5&131.7	104.2&100.2
C=CC[Se]C(=O)CCc1ccccc1	93.2	97.9	103.7	100.6	98.9	93.4	83.6	90.5
CCCC1OCC2(CO)COC(CCC)N12 (configuration not stated)	100.2	97.2	95.0	98.6	100.3	110.5	100.3	101.1
C/C(=C\c1cc(C(F)(F)F)nn1CCNC(=O)OC(C)(C)C)[C@@H]1C[C@@H]2O[C@]2(C)CCC[C@H](C)[C@H](O)[C@@H](C)C(=O)C(C)(C)[C@@H](O)CC(=O)O1	31.2	31.9	73.2	25.1	-27.6*	58.8	28.1	58.6
CC12CCC=CC1CCC1C2CCC2(C)C(c3ccc(=O)oc3)CCC12O (configuration not stated)	-30.6*	0.9*	-65.2*	-16.7*	-95.2*	-5.1*	-4.4*	/
CCOC(=O)P(=O)(OCC)OCC	105.8	120.9	/	100.1	120.3	110.3	92.5	110.3
CC(C)CN1CC1c1ccccc1 (configuration not stated)	100.1	145.2	107.9	116.9	102.4	88.7	115.2	100.1
CC1CC(C)OP(=O)(OCCC#N)O1 (configuration not stated)	103.0	93.6	110.3	90.2	116.1	75.2	94.4	100.8
O=c1[nH]c2ccccc2n1CCCN1CCC(n2c(=O)[nH]c3cc(Cl)ccc32)CC1	89.8	/	102.3	56.5	97.2	103.3	/	101.9
COc1ccc(CCl)cc1CCl	95.2	100.3	105.5	96.8	96.5	107.8	/	106.6
CCOP(=O)(CN(CCO)CCO)OCC	/	106.7	105.1	103.2	93.9	116.0	86.2	108.8
CCC1(CC)C(=O)NC(=O)N(c2ccccc2)C1=O	116.6&104.8	83.4&128.8	/	76.4&103.4	103.4&89.2	97.7&91.7	89.4&68.5	93.2&93.9
COC(=O)NP(=S)(c1ccccc1)c1ccccc1	98.2	101.3	104.9	90.1	104.9	103.3	86.5	93.9
CC(C)[C@]12O[C@H]1[C@@H]1O[C@]13[C@]1(O[C@H]1C[C@H]1C4=C(CC[C@@]13C)C(=O)OC4)[C@@H]2OC(=O)OC(C)(C)C	18.5	/	-12.2*	-4.0*	-73.6*	21.8	3.7*	-48.4*
CC1(C)CCOC1=O	99.5	134.3	103.1	105.6	109.0	129.4	90.6	98.2
COC[C@@H]1C[C@@]2(C)[C@@H](CC[C@@H]3[C@@H]2CC[C@]2(C)[C@@H](O)CC[C@@H]32)CC1=O	107.1	109.2	107.1	103.7	101.7	113.1	94.9	99.2
CC1=C2CCC3C(CC[C@]4(C)C(=O)CCC34)[C@@]2(C)CCC1=O (some centres not stated)	/	109.5	42.3	61.2	62.7	67.8	/	106.7

Part of the list above, limited to MDA-MB-435:
smiles	MDA-MB-435
O=c1[nH]c2ccccc2n1CCCN1CCC(n2c(=O)[nH]c3cc(Cl)ccc32)CC1	97.2
COc1ccc(CCl)cc1CCl	96.5
CCOP(=O)(CN(CCO)CCO)OCC	93.9
CCC1(CC)C(=O)NC(=O)N(c2ccccc2)C1=O	103.4&89.2
COC(=O)NP(=S)(c1ccccc1)c1ccccc1	104.9
CC(C)[C@]12O[C@H]1[C@@H]1O[C@]13[C@]1(O[C@H]1C[C@H]1C4=C(CC[C@@]13C)C(=O)OC4)[C@@H]2OC(=O)OC(C)(C)C	-73.6*
CC1(C)CCOC1=O	109.0

A draw from above in order of length of the SMILES, high to low:
SMILES	MCF7	K-562	BT-549	MOLT-4	MDA-MB-435	MDA-MB-231	SR	MDA-MB-468
CC(C)[C@]12O[C@H]1[C@@H]1O[C@]13[C@]1(O[C@H]1C[C@H]1C4=C(CC[C@@]13C)C(=O)OC4)[C@@H]2OC(=O)OC(C)(C)C	18.5	/	-12.2*	-4.0*	-73.6*	21.8	3.7*	-48.4*
CCOC(=O)P(=O)(OCC)OCC	105.8	120.9	/	100.1	120.3	110.3	92.5	110.3
C[N+](C)(C)CC(=O)O	91.9&106.4	103.1	110.4&115.9	101.5&125.2	100.6&111.7	107.4&93.2	106.5&131.7	104.2&100.2

Other compounds follow:
SMILES	MCF7	K-562	BT-549	MOLT-4	MDA-MB-435	MDA-MB-231	SR	MDA-MB-468
COc1ccc2oc(=O)cc(C3C(C#N)=C(N)Oc4c3c(=O)oc3ccccc43)c2c1 (configuration not stated)	90.5	/	101.8	98.4	90.6	105.5	83.7	90.0
NC(=O)OCc1ccccc1	94.5	97.4	131.5	105.3	85.9	91.5	86.0	109.0
COc1cc2c(cc1OC)[C@@]13CCN4C=C5[C@H](C(F)(F)F)CO[C@H]6CC(=O)N2[C@H]1[C@H]6[C@H]5C[C@H]43	91.7	102.2	115.6	100.5	109.7	129.2	98.9	97.5
CC(C)CCCCCCCO[P+](=O)OCCCCCCCC(C)C	98.8	105.9	102.6	104.4	105.4	102.2	97.1	98.9
N#[N+]c1c(C(=O)O)[nH]c(=O)[nH]c1=O	97.4	86.4	110.7	109.3	103.3	110.2	103.2	107.0
CC1(C)C(C(=O)c2cn(CCCCO)c3ccccc23)C1(C)C	101.4	83.0	95.4	78.9	106.9	103.4	77.1	105.8
C[C@]12C[C@@H](CO)[C@H](O)C[C@@H]1CC[C@@H]1[C@@H]2CC[C@]2(C)[C@@H](O)CC[C@@H]12	120.9	74.7	78.9	85.8	104.8	110.6	79.4	106.5
CC(C)(C)C1(CCO)C(=O)NC(=S)NC1=O	107.4	111.4	116.3	126.1	112.1	109.8	109.0	109.8
COC(=O)CC[C@@H](C)[C@H]1CC[C@H]2[C@@H]3CC[C@@H]4C[C@]5(CC[C@]4(C)[C@H]3C[C@H](OC(C)=O)[C@]12C)OO[C@@](C)(C(F)(F)F)O5	75.2	/	72.5	47.4	93.0	92.8	45.0	82.4
C=CCNC(Cc1ccccc1)c1ccccc1 (configuration not stated)	90.0	96.7	95.5	96.9	104.4	88.5	84.2	104.4
CCCCCCCC(C)(C)c1ccc([C@H]2CCC[C@@H](O)C2)c(O)c1	85.4	63.3	92.1	71.0	95.5	84.7	67.4	69.5
CC(=O)O[C@H]1CC[C@@]2(C)C(=CC[C@H]3[C@@H]4CC[C@H](C(C)C(=O)N(CCCl)CCCl)[C@@]4(C)CC[C@@H]32)C1 (some centres not stated)	94.2	18.3	63.9	61.1	91.8	56.7	51.2	59.8
CCCN1CCN(c2ccccc2OC)CC1	97.0	100.7	100.6	110.0	109.6	87.3	100.7	105.9
CN(Cc1ccccn1)N=O	93.8	99.4	/	99.8	104.8	106.6	96.4	109.8
Clc1cccc(NC2=NCCS2)c1	94.5	/	102.9	104.3	93.4	101.3	148.7	125.1
C/C(=N/OC(=O)N(C)C)c1cccs1	93.8	118.3	100.6	96.6	94.1	117.4	84.8	103.2
COC(=O)[C@@]12[C@H]3Cc4cccc5c4[C@@]1(O[C@]1(O)CC(=O)N(C3(C)C)[C@]21O)C(=O)N5C	104.3	165.6	95.2	/	103.1	121.1	/	111.9
CCCC1(CCO)C(=O)NC(=S)NC1=O	109.8	105.7	121.1	115.4	107.7	95.0	106.1	103.0
CSc1cc(/C=C(\C)[C@@H]2C[C@@H]3O[C@]3(C)CCC[C@H](C)[C@H](O)[C@@H](C)C(=O)C(C)(C)[C@@H](O)CC(=O)O2)n(CCNC(=O)OC(C)(C)C)n1	33.3	36.4	71.4	42.7	-19.8*	63.8	37.7	66.0
CCC1([N+](=O)[O-])COP(=O)(NCc2cccnc2)OC1 (configuration not stated)	115.4	106.1	114.0	111.2	116.7	111.2	105.3	104.3

An excerpt of these results, as labelled records.
COc1cc2c(cc1OC)[C@@]13CCN4C=C5[C@H](C(F)(F)F)CO[C@H]6CC(=O)N2[C@H]1[C@H]6[C@H]5C[C@H]43
  MCF7: 91.7 | K-562: 102.2 | BT-549: 115.6 | MOLT-4: 100.5 | MDA-MB-435: 109.7 | MDA-MB-231: 129.2 | SR: 98.9 | MDA-MB-468: 97.5

CC(C)CCCCCCCO[P+](=O)OCCCCCCCC(C)C
  MCF7: 98.8 | K-562: 105.9 | BT-549: 102.6 | MOLT-4: 104.4 | MDA-MB-435: 105.4 | MDA-MB-231: 102.2 | SR: 97.1 | MDA-MB-468: 98.9

The results go on.
SMILES	MCF7	K-562	BT-549	MOLT-4	MDA-MB-435	MDA-MB-231	SR	MDA-MB-468
O=C(C(=O)N1CCCC1)c1cn(Cc2ccccc2)c2ccccc12	90.8	92.8	86.1	95.4	108.3	87.2	88.9	87.8
CCC(=O)O[C@H]1CC[C@H]2[C@@H]3C[C@H](F)C4=CC(=O)CC[C@]4(C)[C@H]3CC[C@]12C	113.1	90.5	90.2	97.0	100.9	111.6	/	99.5
CC[C@H](C)[C@H](NC(=O)[C@H]1CCCCN1C)C(=O)N(C)[C@H](C[C@@H](OC(C)=O)c1nc(C(=O)NC23CC(C(=O)OC)(C2)C3)cs1)C(C)C	12.1	5.9*	-39.2*	6.1*	-14.1*	15.0	0.8*	4.5*
C=CCN=C([Se])NC(=O)c1ccc2c(c1)OCO2	102.4	107.1	103.5	106.9	96.6	102.6	93.1	109.6
Nc1ccc2c(c1)Cc1cc(N)ccc1-2	59.9	111.8	/	103.9	91.8	75.6	95.0	67.3
CCC1CN1P(=O)(N(CC)CC)N1CC1CC (configuration not stated)	106.6	101.1	94.7	100.6	106.0	117.3	102.5	108.5
O=[N+]([O-])c1ccc(Cl)c(Cl)c1	89.9	98.0	109.9	91.8	110.3	110.4	102.2	108.7
O=[N+]([O-])c1ccc(/C=C/C=C/C=C/C=C/c2ccc(S(=O)(=O)F)cc2Cl)c(Cl)c1	87.2	78.5	99.3	83.7	89.5	/	/	94.1
CC1CN1c1cc(O)c(N2CC2C)cc1O (configuration not stated)	96.2	129.5	104.5	118.0	108.6	97.7	126.5	94.6
CCC(=O)O[C@H]1CC[C@H]2[C@@H]3CC[C@@]4(C)CC(=O)CC[C@]4(C)[C@H]3CC[C@]12C	112.8	72.5	88.7	74.8	105.1	108.3	75.7	93.9
c1ccc(CCCN2CCCCC2Cc2ccccc2)cc1 (configuration not stated)	87.3	85.7	93.4	80.8	100.7	74.8	75.3	87.8
O=C(NCc1ccc(Cl)cc1)c1cn(Cc2ccc(Cl)cc2)nn1	101.5	106.3	97.8	100.8	95.9	103.5	79.2	96.8
COc1ccc(/C=C/c2cc(OC)c(OC)c(OC)c2)cc1NC(=O)/C=C/c1ccc(F)cc1	20.6	/	35.1	13.5	-41.4*	56.1	/	13.3

The list is partial; count on the stated rates, not on these rows.
